Growth percent in the NCI-60 one-dose screen (48 h, 10 µM unless noted): 100 = growth as untreated, 0 = no growth, -100 = all killed.
OVCAR-5 – OVCAR-5 ovarian cancer. actives 2.9% (n = 82,000)
NCI/ADR-RES – NCI/ADR-RES ovarian cells. actives 4.4% (n = 81,000)
NCI-H23 – NCI-H23 lung cancer | actives 4% (n = 80,000)
IGROV1 – IGROV1 ovarian cancer; actives 4.7% (n = 79,000); AID 1794786
OVCAR-3 – OVCAR-3 ovarian cancer; actives 7% (n = 79,000)
SK-OV-3 – SK-OV-3 ovarian cancer cells; actives 3.2% (n = 80,000)
OVCAR-8 – OVCAR-8 ovarian cancer. actives 4.4% (n = 81,000). AID 1794782
NCI-H522 – NCI-H522 lung cancer; actives 8% (n = 78,000); AID 1794739
OVCAR-4 – OVCAR-4 ovarian cancer cells. actives 3.7% (n = 80,000). AID 1794784
An asterisk follows results filed as active; nt = no result given; & = joins results of further samples; [ ] = dose if it differs, or a comment. How the source made its calls: active means growth percent below 10; inactive means the rest.

SMILES | OVCAR-5 | NCI/ADR-RES | NCI-H23 | IGROV1 | OVCAR-3 | SK-OV-3 | OVCAR-8 | NCI-H522 | OVCAR-4
N#C/C=C/c1ccccc1 | 114 | 98 | 92 | 102 | 111 | 101 | 87 | 76 | 113
COC(C)(C)CCC[C@H](C)C/C=C/C(C)=C/C(=O)OC(C)C | 128 | 92 | 79 | 100 | 111 | 92 | 98 | 69 | 90
COC(=O)C1=C(Nc2ccc(F)c(Cl)c2)C(=O)OC12C(=O)Nc1ccccc12 (configuration not stated) | 103 | 101 | 98 | 98 | 107 | 113 | 103 | 96 | 104
Clc1ccc(C(Cl)(Cl)Cl)c(Cl)c1 | 114 | 106 | 103 | 111 | 106 | 107 | 103 | 95 | 107
O=C([O][Hg][c]1ccccc1)c1ccccc1 | -82* | 38 | 1.9* | -64* | -94* | 65 | -29* | -64* | -1.6*
CCC(Cl)CN(Cc1ccccc1)Cc1ccccc1 (configuration not stated) | 99 | 103 | 100 | 106 | 106 | 89 | 99 | 91 | 99
CSc1nc(C)c(Br)c(N2CC2)n1 | 114&99 | 104&104 | 102&110 | 89&94 | 92&109 | 109&103 | 100&122 | 91&119 | 105
CCCCCC1(CCSC(=N)N)C(=O)NC(=O)NC1=O | 100 | 111 | 106 | 115 | 109 | 112 | 99 | 106 | 101
C[N+](C)(C)Cc1c[nH]c2ccccc12 | 99&108 | 101&104 | 104&102 | 112 | 106&116 | 84&101 | 97&113 | 108&99 | 105&99
CC(=O)O[C@@H]1CC[C@]2(C)[C@H]3CC[C@]4(C)[C@@H](OC(C)=O)CC[C@H]4[C@@H]3C[C@@H]3CC(N)=C[C@@]32C1 | 111 | 100 | 103 | 104 | 107 | 100 | 107 | 85 | 102
CN1c2ccccc2[C@]2(C)Cc3cc(Cl)ccc3N[C@H]12 | 98 | 94 | 92 | 80 | 102 | 95 | 105 | 90 | 82
CN1C(=O)[C@@H](NC(=O)[C@H](CCC(F)(F)F)CC(=O)N2CCCCC2)N=C(c2ccccc2)c2ccccc21 | 98 | 107 | 102 | 92 | 115 | 98 | 99 | 95 | 99
CCOP(=O)(Cc1ccc(N)cc1)OCC | 105 | 104 | 105 | 111 | 112 | 118 | 98 | 108 | 111
Cc1nnc2n1-c1ccc(Cl)cc1C(c1ccccc1)=NC2 | 110 | 115 | 97 | 102 | 103 | 114 | 105 | 96 | 92
O=[N+]([O-])c1ccc(F)c([N+](=O)[O-])c1F | 107 | 109 | 111 | 105 | 103 | 105 | 104 | 95 | 116
COc1cccc(NP2(=O)OCC(C)([N+](=O)[O-])CO2)c1 (configuration not stated) | 97 | 109 | 108 | 122 | 111 | 94 | 101 | nt | 106
COC(=O)C12C3C4C1C1C2C3C41NC(=O)c1csc([C@@H](C[C@H](C(C)C)N(C)C(=O)[C@@H](NC(=O)[C@H]2CCCCN2C)C2CC2)OC(C)=O)n1 (some centres not stated) | 32 | 41 | 36 | 33 | -4.3* | 7.7* | 19 | -21* | 50
ClCCN(CCCl)c1ccc(/C=N\Nc2ncccn2)cc1 | 132 | 109 | 94 | 87 | 124 | 95 | 93 | 81 | 108
O=C(O)CC(Br)C(=O)CBr (configuration not stated) | 106 | 111 | 108 | 109 | 114 | 106 | 99 | nt | 97
COC(=O)CN(CCCl)P1(=O)OCCCN1CCCl (configuration not stated) | nt | 107 | 110 | 101 | 101 | 110 | 104 | 104 | 104
CC(C)(C)N=C1Nc2ccccc2N[C@]12CC[C@@]1(C)[C@@H](CC[C@@H]3[C@@H]1CC[C@@]1(C)[C@H]3CC[C@]1(C)O)C2 | 83 | 80 | 79 | 78 | 58 | 74 | 69 | 67 | 50
COCc1c(CO)cnc(C)c1O | 91 | 101 | 96 | 104 | 99 | 96 | 109 | 102 | 103
CN(C)c1ccc(-c2ccc(N(C)C)cc2)cc1 | 105 | 93 | 96 | 93 | 110 | 104 | 93 | 82 | 95
CC(=O)O[C@@H]1C=C2/C(=N/O)CC3C(CCC4(C)C3CC[C@@H]4OC(C)=O)C2(C)CC1 (some centres not stated) | 103 | 102 | 101 | 101 | 106 | 112 | 99 | 93 | nt
Oc1cc(Cl)c(Cl)cc1Cl | 93&111 | 98&110 | 96&102 | 117 | 105 | 107&100 | 101&102 | 99&69 | 109&99
Cc1cccc(N2CCNCC2)c1 | 83 | 90 | 79 | 102 | 115 | 104 | 98 | 88 | 99
Cc1cc(N(CCCl)CCCl)ccc1C=Nc1ccc(-c2csc(-c3ccccc3)n2)cc1 | 120 | 82 | 67 | 93 | 90 | 72 | 91 | 102 | 90
CNC(Cc1ccccc1)c1ccc(OC)c(OC)c1 (configuration not stated) | 92 | 99 | 102 | 95 | 101 | 113 | nt | 110 | 104
O=C1c2c(Cl)ccc(Cl)c2C(=O)c2c(Cl)ccc(Cl)c21 | 106 | 99 | 93 | 87 | 112 | 86 | 90 | 82 | 106
COC(=O)CCN(CCC(=O)OC)CCN1CC1 | 112 | nt | 115 | 111 | 108 | 107 | 98 | 107 | 112
OCC(c1ccc(Cl)cc1)c1ccc(Cl)cc1 | 94 | 104 | 95 | 94 | 110 | 117 | 105 | 93 | 98
Nc1ccc2c(c1)Cc1cc(Br)ccc1-2 | 110 | 101 | 91 | 104 | 114 | 101 | 107 | 107 | 100
CCOP(N)(=S)OCC | 103 | 119 | 114 | 118 | 116 | 105 | 113 | 94 | 96
CCCCCCCCOP(=O)(N1CC1)N1CC1 | 98 | 104 | 108 | nt | 113 | 99 | 95 | nt | 109
O=C(O)c1cccc(CCl)c1 | 102 | 103 | 108 | nt | 109 | 100 | 96 | nt | 105
NC(CSC(c1ccccc1)c1ccccc1)C(=O)O (configuration not stated) | 76 | 103 | 94 | 95 | 102 | 99 | 92 | 94 | 92
CN1CCN(c2ccc3[nH]c(=O)nc(-c4ccccc4)c3c2)CC1 | 106 | 99 | 93 | 103 | 100 | 103 | 96 | 84 | 99
O=C1CNC(c2ccccc2)c2cc(Cl)ccc2N1 (configuration not stated) | 113 | 100 | 94 | 100 | 98 | 98 | 100 | 69 | 112
CC1(C)N=C(N)N=C(N)N1c1ccc(OCC(=O)Nc2ccc(S(=O)(=O)F)cc2Cl)c(Cl)c1 | 44 | 98 | 42 | 28 | 78 | 88 | 59 | 39 | 98
COc1ccc(CN(C)CC(O)c2ccc(Cl)cc2)cc1 (configuration not stated) | 101 | 97 | 91 | 109 | 99 | 108 | 96 | 102 | 101
CCOc1ccc2nccc([C@@H](O)[C@@H]3C[C@@H]4CCN3C[C@@H]4CC)c2c1 | nt | nt | 89 | 77 | 121 | 95 | 95 | 96 | 100
CN1CCCC2c3ccccc3CCC21 (configuration not stated) | 100 | nt | 95 | 94 | 105 | 102 | 103 | 97 | 101
CCOP(=O)(Nc1ccc2c(c1)/C(=N/NC(N)=S)c1ccccc1-2)OCC | 105 | 100 | 99 | 132 | 105 | 114 | 95 | 95 | 97
CC(C)(C)N1CC1c1ccccc1 (configuration not stated) | 90 | nt | 101 | 111 | 110 | 112 | 103 | 93 | 104
C/C(N)=N\c1n[nH]c(NN)n1 | 107 | 109 | 108 | 103 | 111 | 119 | 102 | 92 | 108
CCN1C[C@]2(O)CC[C@H](OC)C34C1C(C[C@@H]32)[C@]1(O)C[C@H](OC)[C@@H]2C(=O)C(=O)[C@H]4[C@@H]21 | 91 | 104 | 103 | 104 | 99 | 101 | 101 | 98 | 94
C=C(Cl)CSC(=S)N(CC)CC | 96 | 97 | 95 | 93 | 110 | 94 | 110 | 89 | 114
CCCCCCOC(=O)Cc1ccccc1 | 107 | 104 | 109 | 111 | 103 | 101 | 105 | 93 | 99
C[N+](C)(C)C | 111&100&110 | 116&110&98 | 106&112&94 | 117&120&117 | 122&108&124 | 107&114&100 | 104&101&96 | 95&97&74 | 100&117&103
Cc1ccc(N2COOC3(OOC2)C2CC4CC(C2)CC3C4)cc1 | 101 | 96 | 90 | 45 | 102 | 101 | 99 | 92 | 101
Other structures follow.
SMILES | OVCAR-5 | NCI/ADR-RES | NCI-H23 | IGROV1 | OVCAR-3 | SK-OV-3 | OVCAR-8 | NCI-H522 | OVCAR-4
CC(=O)c1cc2c(cc1C)C(C)(C)C(C)C2(C)C (configuration not stated) | 102 | 102 | 96 | 101 | 114 | 109 | 108 | 93 | 104
COc1ccc2c(c1)NP(=S)(Oc1ccccc1)N2 (configuration not stated) | 110 | 104 | 107 | 96 | 111 | 109 | 103 | 112 | 102
CN1CCN(c2ccccc2)CC1 | 90 | 95 | 89 | 104 | 108 | 107 | 112 | 101 | 104
C=C=[CH][Sn]([c]1ccccc1)([c]1ccccc1)[c]1ccccc1 | -60* | nt | -43* | -22* | -94* | -57* | -30* | -69* | -40*
O=[As](O)(O)c1ccccc1Cl | 117 | 102 | 92 | 96 | 106 | 108 | 102 | 70 | 85
CC12CCC3(CCC(=O)NCCCNc4ccnc5cc(Cl)ccc45)[C@@](C)(OO[C@]3(C)O1)O2 | 4.7* | -15* | -44* | -23* | 31 | 13 | -1.1* | -50* | 33
CC(C)(C)C(=O)OCOP(=O)(NCc1ccccc1)C1CCCN(O)C1=O (configuration not stated) | 94 | 13 | 49 | 19 | -6.7* | 60 | 14 | 8.2* | 20
COc1cc2nc(SC)n(-c3ccc(Cl)cc3)c(=O)c2cc1OC | 103 | 96 | 102 | 103 | 113 | 108 | 99 | 98 | 97
N#CN=C(N)N | 89 | 109 | 101 | 102 | 109 | 103 | 97 | 99 | 121
Cc1ccc(CBr)cc1 | 106 | 99 | 101 | 130 | 122 | 124 | 104 | 98 | 106
CC(C)(C)OC(=O)N(CCCCCCN(CCCNC(=O)C1CCC2(CC1)OOC1(O2)C2CC3CC(C2)CC1C3)C(=O)OC(C)(C)C)CCCNC(=O)C1CCC2(CC1)OOC1(O2)C2CC3CC(C2)CC1C3 (configuration not stated) | 111[8.5 µM] | 100[8.5 µM] | 90[8.5 µM] | 84[8.5 µM] | 69[8.5 µM] | 112[8.5 µM] | 87[8.5 µM] | 56[8.5 µM] | 87[8.5 µM]
CCN1CCOC(c2ccccc2)C1 (configuration not stated) | 97 | 109 | 101 | 101 | 107 | 99 | 102 | nt | 116
CC(C)=CCC[C@H](C(=O)O)[C@@H]1CC[C@]2(C)C3=C(CC[C@@]12C)[C@@]1(C)CC[C@H](O)C(C)(C)[C@@H]1CC3 | 97 | 102 | 106 | 103 | 107 | 97 | 96 | 61 | 103
N=C(N)NCCC[C@H](NC(=O)[C@H](CCCNC(=N)N)NC(=O)[C@H](CCCNC(=N)N)NC(=O)[C@H](CCC(N)=O)NC(=O)[C@H](CCCNC(=N)N)NC(=O)[C@H](CCCNC(=N)N)NC(=O)[C@H](CCCCN)NC(=O)[C@H](CCCCN)NC(=O)[C@H](CCCNC(=N)N)NC(=O)CNC(=O)[C@H](CCCNC(=N)N)NC(=O)[C@H](CCCCN)NC(=O)[C@@H]1CCCN1C(=O)Cc1ccc(O)cc1)C(N)=O | 108 | 98 | 90 | 112 | 110 | 110 | 97 | 92 | 102
Cc1cnc[nH]1 | 110 | 107 | 106 | 113 | 111 | 113 | 84 | 88 | 101
CN1C(=O)[C@]23O[C@]4(O)CC(=O)N5C(C)(C)[C@H](Cc6cccc1c62)[C@@]3(C(=O)O)[C@@]54O | 92 | 102 | 103 | 111 | 110 | 105 | 98 | 87 | 110
CCC(CC)CNC(=O)CCl | 123 | 108 | 98 | 106 | 106 | 118 | 102 | 96 | 108
COc1ccc(NC2=NCCN2)cc1 | 105 | 105 | 103 | 107 | 101 | 97 | 103 | 77 | 111
COc1ccc(C2C3C=CC(C3)C2C(=O)O)cc1 (configuration not stated) | 100 | 106 | 102 | 96 | 111 | 98 | 99 | 93 | 109
COc1ccc2c(c1O)-c1c3c(cc4c1[C@H](C2)N(C)CC4)OCO3 | 105 | 100 | 101 | 106 | 106 | 105 | 99 | 99 | 107
O=c1[nH]c2ccc([N+](=O)[O-])cc2c(=O)o1 | 101 | 101 | 101 | 105 | 113 | 102 | 104 | 100 | 99
COc1ccc(-n2c(Sc3nnc(N)s3)nc3cc(OC)c(OC)cc3c2=O)cc1 | 97 | 105 | 102 | nt | 110 | 105 | 99 | 114 | 106
O=NN(CCF)C(=O)NC1CCC(=O)NC1=O (configuration not stated) | 93 | 109 | 104 | 114 | 107 | 97 | 110 | 91 | 101
N#Cc1ccc(N)cc1 | 99 | 117 | 107 | 101 | 122 | 105 | 108 | 89 | 109
COc1ccc(C=C2C(=O)NC(=S)NC2=O)cc1 | 111 | 103 | 102 | 127 | 119 | 109 | 101 | 97 | 109

5 entries from above, with tabs:
Compound	OVCAR-5	NCI/ADR-RES	NCI-H23	IGROV1	OVCAR-3	SK-OV-3	OVCAR-8	NCI-H522	OVCAR-4
O=c1[nH]c2ccc([N+](=O)[O-])cc2c(=O)o1	101	101	101	105	113	102	104	100	99
COc1ccc(-n2c(Sc3nnc(N)s3)nc3cc(OC)c(OC)cc3c2=O)cc1	97	105	102	nt	110	105	99	114	106
O=NN(CCF)C(=O)NC1CCC(=O)NC1=O (configuration not stated)	93	109	104	114	107	97	110	91	101
N#Cc1ccc(N)cc1	99	117	107	101	122	105	108	89	109
COc1ccc(C=C2C(=O)NC(=S)NC2=O)cc1	111	103	102	127	119	109	101	97	109

Assay outcomes as filed in PubChem.

A portion of the library; count on the stated rates, not on these rows.
